Compound activity: PubChem BioAssay, The Scripps Research Institute Molecular Screening Center
TDP2 absorb: blocks human TDP2 phosphodiesterase activity. O95551. recombinant TDP2, T5PNP hydrolysis, p-nitrophenol absorbance 415 nm. inhibition, % at 12.8 µM. 0.34% of 370,000 active;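 active means inhibition above the mean of all tested compounds plus 3 SD, set per campaign, cut at about 25% in these data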;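 further: 0% = DMSO with enzyme and 100% = buffer with substrate but no TDP2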
Target sequence (O95551 whole entry, looked up): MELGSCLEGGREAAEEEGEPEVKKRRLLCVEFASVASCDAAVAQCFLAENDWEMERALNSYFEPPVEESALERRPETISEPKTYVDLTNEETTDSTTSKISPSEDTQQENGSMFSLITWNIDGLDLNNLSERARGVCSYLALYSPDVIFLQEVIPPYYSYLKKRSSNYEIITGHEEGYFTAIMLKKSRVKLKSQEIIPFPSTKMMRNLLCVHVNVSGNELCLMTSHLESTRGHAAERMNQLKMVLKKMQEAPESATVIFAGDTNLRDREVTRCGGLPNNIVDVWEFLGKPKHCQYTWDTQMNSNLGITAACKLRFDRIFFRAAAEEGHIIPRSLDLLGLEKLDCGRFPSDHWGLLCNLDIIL
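Test system: human TDP2 enzyme; Input: 120 nM TDP2 per well; Buffer or medium: Mg2+-containing Tris-HCl buffer, pH 7.5; Reagent: 5 mM T5PNP; Dosing: 12.8 µM single point, 1% DMSO; Incubation: reaction 2 h, 37 °C; Detection: p-Nitrophenol epi absorbance; Read-out: % inhibition relative to enzyme-containing and enzyme-free wells; Replicates: single well per compound.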
SIAE primary: human SIAE inhibition, primary screen. Q9HAT2. AID 1053197. SIAE FP-Rh probe binding, fluorescence polarization. inhibition, % at 9.66 µM. 0.69% of 370,000 active;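 active means inhibition above a cutoff: mean of compounds within the control limits plus 3 SD of those, cut at about 17% in these data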;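 further: 0% = plate median of compound wells and 100% = probe without SIAE protein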
ARFGAP1 inhibitor: inhibitors of rat ARFGAP1. Q62848. inhibition, % at 16.5 µM. 0.26% of 360,000 active. Arfgap1-stimulated ARF1 GTP hydrolysis, GDP FP detection;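 active means inhibition above a per-plate limit, mean inhibition of low control wells plus 3 SD, cut at about 25% in these data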;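 further: 0% = DMSO wells with enzyme and 100% = wells lacking Arfgap1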
Target sequence (Q62848 1-136 limits assumed): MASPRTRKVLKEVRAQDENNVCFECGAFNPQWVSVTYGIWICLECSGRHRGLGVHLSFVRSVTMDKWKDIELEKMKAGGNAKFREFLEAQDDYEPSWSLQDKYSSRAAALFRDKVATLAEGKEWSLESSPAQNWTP
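System: truncated rat Arfgap1 GAP domain / Benchmarks: high control wells lacking Arfgap1, low control full reaction with DMSO / Times: compound-enzyme preincubation 20 min, reaction 120 min, detection 60 min, 25 °C / Repeats: one replicate per compound / Also added: human ARF1(Δ1-17)-GTP substrate / Measured by: Tracer-displacement fluorescence polarization with EDTA stop, 620/688 nm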
ADAM10 inh: inhibitors of human ADAM10. recombinant ADAM10, EDANS/DABCYL FRET peptide cleavage, 3 h. inhibition, % at 7 µM. 0.62% of 370,000 active. O14672;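 active means inhibition above a per-campaign cutoff equal to the mean of compounds falling between control-based bounds plus 3 SD, cut at about 20% in these data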;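 further: 0% = DMSO wells while the 100% control is not disclosed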
PLCg1 inh: inhibitors of human phospholipase C gamma1; AID 720700; P19174; 0.84% of 370,000 active; purified PLC-gamma1, fluorogenic substrate, fluorescence; inhibition, % at 12.2 µM; in the data active means inhibition above about 9.5%
DDE Tn7 FP inh: inhibitors of Tn7 peptide binding to human fibrin DD(E). FP displacement of FITC-Tn7 peptide from fibrin DD(E); 0% = median of compound wells per plate. inhibition, % at 8.3 µM. 0.13% of 370,000 active. AID 720508;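 active means inhibition above the mean of compounds falling within the control limits plus 3 SD of them, cut at about 14% in these data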;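 further: 0% = plate median of compound wells and 100% = 10 µM Aha-Tn7 peptide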
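Assay system: Human clot-derived fibrin DD(E) complex | Buffer or medium: Tris/NaCl/CaCl2 buffer, pH 7.8 | Repeats: One replicate per compound | Benchmarks: Aha-Tn7 high control | Measure: % inhibition scaled between sample-field median and high-control FP | Schedule: 10 min plus 3 h, room temperature | Signal: Fluorescence polarization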
ADAM17 inh: inhibitors of human ADAM17; recombinant ADAM17, EDANS/DABCYL FRET peptide cleavage; P78536; 0.83% of 370,000 active; inhibition, % at 6.95 µM;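 active means inhibition above the mean of compounds lying between control limits plus 3 SD, set per campaign, cut at about 8.5% in these data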;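 further: 0% = DMSO-only wells as the low control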
ASAP1 GAP inh: inhibitors of human ASAP1 ArfGAP activity. AID 624377. 0.19% of 360,000 active. inhibition, % at 16.5 µM. ASAP1-stimulated ARF1 GTP hydrolysis, GDP FP detection; in the data active means inhibition above about 25%;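 further: 0% = vehicle with enzyme and substrate and 100% = no enzyme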
Target sequence (Q9ULH1 325-724 limits assumed): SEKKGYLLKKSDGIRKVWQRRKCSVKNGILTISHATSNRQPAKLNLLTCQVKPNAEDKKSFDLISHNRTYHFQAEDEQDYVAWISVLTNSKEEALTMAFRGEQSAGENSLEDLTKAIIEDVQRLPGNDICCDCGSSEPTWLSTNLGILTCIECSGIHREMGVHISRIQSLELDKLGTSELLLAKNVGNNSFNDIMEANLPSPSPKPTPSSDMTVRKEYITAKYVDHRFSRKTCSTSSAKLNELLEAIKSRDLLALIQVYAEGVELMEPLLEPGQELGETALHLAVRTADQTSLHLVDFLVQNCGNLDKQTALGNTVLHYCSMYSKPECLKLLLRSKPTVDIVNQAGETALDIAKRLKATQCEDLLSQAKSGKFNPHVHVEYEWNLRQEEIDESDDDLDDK
PLC-beta3 inh: blocks human PLC-beta3 enzyme activity; Q01970; Purified PLC-beta3, fluorogenic substrate, fluorescence; inhibition, % at 12.2 µM; 0.18% of 370,000 active; AID 720704; in the data active means inhibition above about 11%;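 further: 0% = median of compound wells on plate and 100% = full blocker control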
Tn6 DDE FP: disrupts Tn6 cyclic peptide binding to fibrin D-Dimer-E complex; Fibrin DD(E) TRITC-Tn6 fluorescence polarization displacement; inhibition, % at 8.3 µM; 0.21% of 370,000 active; AID 720509;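 active means inhibition above a per-campaign cutoff: mean of compounds within control limits plus 3 SD, cut at about 15% in these data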;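 further: 0% = median of all compound wells on the plate and 100% = blocking peptide control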
* hit, by the source's call. Hits appear at their usual frequency. About 3.6% of those tested had a hit in this group.

How did Cc1cc(N/N=C/c2ccccc2)nc(N)n1 do in these assays?
TDP2 absorb: -1; SIAE primary: 2; ARFGAP1 inhibitor: -3; ADAM10 inh: -2; PLCg1 inh: -1; DDE Tn7 FP inh: -8; ADAM17 inh: -1; ASAP1 GAP inh: -5; PLC-beta3 inh: -7; Tn6 DDE FP: -1

Results for O=C(NC1CCN(Cc2ccccc2)CC1)C1CCN(S(=O)(=O)c2cccc3cccnc23)CC1 ?
TDP2 absorb: 1; SIAE primary: -2; ARFGAP1 inhibitor: 7; ADAM10 inh: -11; PLCg1 inh: -1; DDE Tn7 FP inh: 5; ADAM17 inh: -2; ASAP1 GAP inh: 5; PLC-beta3 inh: 4; Tn6 DDE FP: 10

What do the screens show for `Cc1cccc(C)c1-n1nnnc1C(c1ccnc2ccccc12)N1CCN(CCN(C)C)CC1` (stereo not drawn)?
TDP2 absorb: -19; SIAE primary: 0; ARFGAP1 inhibitor: 21; ADAM10 inh: -23; PLCg1 inh: 3; DDE Tn7 FP inh: -1; ADAM17 inh: -3; ASAP1 GAP inh: 14; PLC-beta3 inh: -9; Tn6 DDE FP: 4

What do the screens show for `O=C(Nc1ccc(Br)cc1)C1CC(c2c(F)cccc2Cl)=NO1` (stereo not drawn)?
TDP2 absorb: 16; SIAE primary: 4; ARFGAP1 inhibitor: 6; ADAM10 inh: 6; PLCg1 inh: 0; DDE Tn7 FP inh: -2; ADAM17 inh: 3; ASAP1 GAP inh: -2; PLC-beta3 inh: -4; Tn6 DDE FP: 1

How did CC(=O)Nc1ccc(NC(=O)COC(=O)[C@@H](NC(=O)c2ccc(F)cc2)C(C)C)cc1 do in these assays?
TDP2 absorb: 0; SIAE primary: -4; ARFGAP1 inhibitor: 6; ADAM10 inh: -6; PLCg1 inh: -4; DDE Tn7 FP inh: -3; ADAM17 inh: 0; ASAP1 GAP inh: 3; PLC-beta3 inh: 1; Tn6 DDE FP: -1

How did C[C@H](CO)N1C[C@H](C)[C@@H](CN(C)Cc2ccc(F)cc2)Oc2ncc(Br)cc2C1=O do in these assays?
TDP2 absorb: 6; SIAE primary: 3; ARFGAP1 inhibitor: 11; ADAM10 inh: -4; PLCg1 inh: 1; DDE Tn7 FP inh: -5; ADAM17 inh: -4; ASAP1 GAP inh: 3; PLC-beta3 inh: 0; Tn6 DDE FP: 0

Results for O=C(c1ccccc1)C(O)(CN1CCCCC1)c1ccccc1 (stereo not drawn) ?
TDP2 absorb: 5; SIAE primary: -3; ARFGAP1 inhibitor: -1; ADAM10 inh: -7; PLCg1 inh: 3; DDE Tn7 FP inh: 1; ADAM17 inh: -5; ASAP1 GAP inh: -16; PLC-beta3 inh: -1; Tn6 DDE FP: 2

Results for COCCNC(=S)Nc1ccccn1 ?
TDP2 absorb: -4; SIAE primary: 0; ARFGAP1 inhibitor: 16; ADAM10 inh: -13; PLCg1 inh: 1; DDE Tn7 FP inh: -1; ADAM17 inh: -3; ASAP1 GAP inh: 10; PLC-beta3 inh: -4; Tn6 DDE FP: -5

How did C/C(=N\NC(=O)c1cccnc1)c1cccc([N+](=O)[O-])c1 do in these assays?
TDP2 absorb: -11; SIAE primary: -4; ARFGAP1 inhibitor: 5; ADAM10 inh: -1; PLCg1 inh: -3; DDE Tn7 FP inh: -2; ADAM17 inh: -3; ASAP1 GAP inh: 3; PLC-beta3 inh: -4; Tn6 DDE FP: 1

Results for CCCNS(=O)(=O)c1ccc(C(=O)NCC2CCCO2)cc1 (stereo not drawn) ?
TDP2 absorb: 4; SIAE primary: 2; ARFGAP1 inhibitor: -2; ADAM10 inh: 3; PLCg1 inh: -1; DDE Tn7 FP inh: -4; ADAM17 inh: -2; ASAP1 GAP inh: 10; PLC-beta3 inh: 4; Tn6 DDE FP: -2

Results for CCCN1CCN(C(c2cc3cc4c(cc3[nH]c2=O)OCO4)c2nnnn2C(C)(C)C)CC1 (stereo not drawn) ?
TDP2 absorb: 4; SIAE primary: 3; ARFGAP1 inhibitor: 5; ADAM10 inh: inactive; PLCg1 inh: -61; DDE Tn7 FP inh: -9; ADAM17 inh: -243; ASAP1 GAP inh: 1; PLC-beta3 inh: -70; Tn6 DDE FP: -2

Results for Cc1cc(-c2ccc(C)c(S(=O)(=O)NCC3CCN(Cc4ccc(F)cc4)CC3)c2)on1 ?
TDP2 absorb: -1; SIAE primary: 4; ARFGAP1 inhibitor: 1; ADAM10 inh: -4; PLCg1 inh: 0; DDE Tn7 FP inh: 1; ADAM17 inh: -5; ASAP1 GAP inh: -1; PLC-beta3 inh: 0; Tn6 DDE FP: 4

Five entries out of the list, sorted by count of non-hydrogen atoms, smallest number first.
How did Cc1cc(N/N=C/c2ccccc2)nc(N)n1 do in these assays?
TDP2 absorb: -1; SIAE primary: 2; ARFGAP1 inhibitor: -3; ADAM10 inh: -2; PLCg1 inh: -1; DDE Tn7 FP inh: -8; ADAM17 inh: -1; ASAP1 GAP inh: -5; PLC-beta3 inh: -7; Tn6 DDE FP: -1

How did C/C(=N\NC(=O)c1cccnc1)c1cccc([N+](=O)[O-])c1 do in these assays?
TDP2 absorb: -11; SIAE primary: -4; ARFGAP1 inhibitor: 5; ADAM10 inh: -1; PLCg1 inh: -3; DDE Tn7 FP inh: -2; ADAM17 inh: -3; ASAP1 GAP inh: 3; PLC-beta3 inh: -4; Tn6 DDE FP: 1

Results for O=C(c1ccccc1)C(O)(CN1CCCCC1)c1ccccc1 (stereo not drawn) ?
TDP2 absorb: 5; SIAE primary: -3; ARFGAP1 inhibitor: -1; ADAM10 inh: -7; PLCg1 inh: 3; DDE Tn7 FP inh: 1; ADAM17 inh: -5; ASAP1 GAP inh: -16; PLC-beta3 inh: -1; Tn6 DDE FP: 2

Results for Cc1cc(-c2ccc(C)c(S(=O)(=O)NCC3CCN(Cc4ccc(F)cc4)CC3)c2)on1 ?
TDP2 absorb: -1; SIAE primary: 4; ARFGAP1 inhibitor: 1; ADAM10 inh: -4; PLCg1 inh: 0; DDE Tn7 FP inh: 1; ADAM17 inh: -5; ASAP1 GAP inh: -1; PLC-beta3 inh: 0; Tn6 DDE FP: 4

Results for CCCN1CCN(C(c2cc3cc4c(cc3[nH]c2=O)OCO4)c2nnnn2C(C)(C)C)CC1 (stereo not drawn) ?
TDP2 absorb: 4; SIAE primary: 3; ARFGAP1 inhibitor: 5; ADAM10 inh: inactive; PLCg1 inh: -61; DDE Tn7 FP inh: -9; ADAM17 inh: -243; ASAP1 GAP inh: 1; PLC-beta3 inh: -70; Tn6 DDE FP: -2

The listing continues:
Results for O=C(Nc1cc(C(F)(F)F)ccc1N1CCOCC1)c1cn2ccccc2n1 ?
TDP2 absorb: 1; SIAE primary: 1; ARFGAP1 inhibitor: 7; ADAM10 inh: 2; PLCg1 inh: 5; DDE Tn7 FP inh: -5; ADAM17 inh: 2; ASAP1 GAP inh: 8; PLC-beta3 inh: 0; Tn6 DDE FP: 9

How did CC(C)NC(=O)C(=O)NNC(=O)C12CC3CC(CC(C3)C1)C2 do in these assays?
TDP2 absorb: -6; SIAE primary: 2; ARFGAP1 inhibitor: 12; ADAM10 inh: 14; PLCg1 inh: 7; DDE Tn7 FP inh: -5; ADAM17 inh: 0; ASAP1 GAP inh: -6; PLC-beta3 inh: 2; Tn6 DDE FP: 3

How did COc1ccc(N2CCN(C(=O)C3CC(=O)N(c4ccc(C)cc4)C3)CC2)cc1 (stereo not drawn) do in these assays?
TDP2 absorb: 4; SIAE primary: 6; ARFGAP1 inhibitor: 19; ADAM10 inh: 1; PLCg1 inh: 7; DDE Tn7 FP inh: 0; ADAM17 inh: -1; ASAP1 GAP inh: -7; PLC-beta3 inh: -1; Tn6 DDE FP: 3

Results for CN(C)S(=O)(=O)c1ccc(S(=O)(=O)NCc2cccs2)cc1 ?
TDP2 absorb: -12; SIAE primary: 2; ARFGAP1 inhibitor: 2; ADAM10 inh: 2; PLCg1 inh: 3; DDE Tn7 FP inh: -4; ADAM17 inh: 1; ASAP1 GAP inh: -7; PLC-beta3 inh: -4; Tn6 DDE FP: 3

Results for Cc1cc(S(=O)(=O)N2CCN(c3ccccc3O)CC2)c(C)s1 ?
TDP2 absorb: 8; SIAE primary: 3; ARFGAP1 inhibitor: 7; ADAM10 inh: -1; PLCg1 inh: -4; DDE Tn7 FP inh: 3; ADAM17 inh: 2; ASAP1 GAP inh: 7; PLC-beta3 inh: -6; Tn6 DDE FP: -4

How did C=C(C)c1cccc(C(C)(C)NC(=O)NCc2ccc(OC)c(OC)c2)c1 do in these assays?
TDP2 absorb: 4; SIAE primary: 0; ARFGAP1 inhibitor: -7; ADAM10 inh: 8; PLCg1 inh: 0; DDE Tn7 FP inh: 1; ADAM17 inh: -2; ASAP1 GAP inh: 6; PLC-beta3 inh: -4; Tn6 DDE FP: 5

What do the screens show for `Cc1cc(NC(=O)C2CC(=O)N(c3cccc(C)c3C)C2)no1` (stereo not drawn)?
TDP2 absorb: 22; SIAE primary: 1; ARFGAP1 inhibitor: 4; ADAM10 inh: 3; PLCg1 inh: 1; DDE Tn7 FP inh: -2; ADAM17 inh: -1; ASAP1 GAP inh: -1; PLC-beta3 inh: -5; Tn6 DDE FP: 5

How did O=C(NCCc1ccc(F)cc1)C(=O)Nc1cc2c3c(c1)CC(=O)N3CCC2 do in these assays?
TDP2 absorb: 2; SIAE primary: -5; ARFGAP1 inhibitor: -9; ADAM10 inh: -6; PLCg1 inh: 1; DDE Tn7 FP inh: 1; ADAM17 inh: -1; ASAP1 GAP inh: 5; PLC-beta3 inh: -4; Tn6 DDE FP: -1

What do the screens show for `C=CCn1c(SCC(=O)c2cc(C)n(Cc3cccs3)c2C)nnc1-c1ccncc1`?
TDP2 absorb: 6; SIAE primary: 2; ARFGAP1 inhibitor: -3; ADAM10 inh: -5; PLCg1 inh: -3; DDE Tn7 FP inh: 3; ADAM17 inh: -3; ASAP1 GAP inh: 3; PLC-beta3 inh: -2; Tn6 DDE FP: -4
